SRC3 inh – inhibitors of human steroid receptor coactivator 3 (SRC3) | HEK293 GAL4-SRC3 luciferase reporter, luminescence | inhibition, % at 3.6 µM | Q9Y6Q9 | actives 0.17% (n = 360,000);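 active = inhibition above a per-campaign cutoff, the mean of all compounds plus 3 SD, cut at about 60% in these data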;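 note: 0% = DMSO-treated cells and 100% = gossypol-treated cells at 36 µM; higher means less SRC3-driven luciferase light from the GAL4 reporter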
Target sequence (Q9Y6Q9 whole entry, looked up, the tested form may be a part): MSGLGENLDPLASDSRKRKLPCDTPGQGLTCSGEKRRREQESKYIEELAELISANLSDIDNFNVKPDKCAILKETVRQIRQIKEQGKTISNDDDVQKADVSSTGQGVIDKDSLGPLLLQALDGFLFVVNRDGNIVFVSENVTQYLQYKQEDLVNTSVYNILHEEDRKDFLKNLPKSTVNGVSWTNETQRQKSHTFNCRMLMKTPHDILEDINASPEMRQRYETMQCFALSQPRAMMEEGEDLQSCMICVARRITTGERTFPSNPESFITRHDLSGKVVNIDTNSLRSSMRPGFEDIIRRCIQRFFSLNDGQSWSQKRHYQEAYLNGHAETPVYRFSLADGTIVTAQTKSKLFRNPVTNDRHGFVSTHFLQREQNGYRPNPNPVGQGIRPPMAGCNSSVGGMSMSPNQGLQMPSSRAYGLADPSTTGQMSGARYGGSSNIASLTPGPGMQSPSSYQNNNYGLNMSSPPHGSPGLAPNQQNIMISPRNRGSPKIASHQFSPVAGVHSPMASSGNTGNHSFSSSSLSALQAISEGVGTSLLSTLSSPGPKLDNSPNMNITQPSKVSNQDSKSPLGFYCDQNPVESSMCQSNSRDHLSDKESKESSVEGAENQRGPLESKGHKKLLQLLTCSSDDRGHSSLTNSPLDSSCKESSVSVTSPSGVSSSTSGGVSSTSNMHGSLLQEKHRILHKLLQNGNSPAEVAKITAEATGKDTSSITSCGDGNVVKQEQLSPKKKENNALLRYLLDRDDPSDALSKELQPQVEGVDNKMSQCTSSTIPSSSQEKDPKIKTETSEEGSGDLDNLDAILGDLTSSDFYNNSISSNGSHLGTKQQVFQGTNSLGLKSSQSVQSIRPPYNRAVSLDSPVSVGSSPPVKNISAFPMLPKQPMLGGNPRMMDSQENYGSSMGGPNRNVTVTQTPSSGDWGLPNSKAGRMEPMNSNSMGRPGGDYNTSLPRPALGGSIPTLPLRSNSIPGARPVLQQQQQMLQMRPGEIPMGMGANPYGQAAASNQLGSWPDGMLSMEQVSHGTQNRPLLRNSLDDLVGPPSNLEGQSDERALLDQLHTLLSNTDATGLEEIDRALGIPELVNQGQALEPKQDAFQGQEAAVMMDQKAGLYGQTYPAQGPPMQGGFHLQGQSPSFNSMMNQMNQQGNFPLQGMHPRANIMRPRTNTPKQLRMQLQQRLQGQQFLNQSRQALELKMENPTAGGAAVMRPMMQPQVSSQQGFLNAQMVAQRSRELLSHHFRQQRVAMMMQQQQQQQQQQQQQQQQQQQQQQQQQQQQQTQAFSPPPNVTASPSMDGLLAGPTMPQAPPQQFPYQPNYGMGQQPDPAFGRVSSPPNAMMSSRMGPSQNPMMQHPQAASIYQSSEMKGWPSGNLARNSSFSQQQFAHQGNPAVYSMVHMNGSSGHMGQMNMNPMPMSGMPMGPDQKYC
NCOA1 inh – inhibitors of human steroid receptor coactivator 1 (SRC1). AID 588354. inhibition, % at 3.6 µM. Q15788. HEK293 GAL4-SRC1 luciferase reporter, luminescence. actives 0.12% (n = 360,000);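 active = inhibition above the campaign mean plus 3 SD, with each screening campaign given its own cutoff, cut at about 60% in these data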;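 note: 0% = DMSO treated cells and 100% = gossypol at 36 µM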
NCOA2 inhibitor – inhibits human steroid receptor coactivator 2 | inhibition, % at 9 µM | HEK293 GAL4-SRC2 luciferase reporter, luminescence | Q15596 | AID 651957 | actives 0.17% (n = 370,000);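 active = inhibition above the mean inhibition of all tested compounds plus 3 SD, set per campaign, cut at about 52% in these data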;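 note: 0% = DMSO treated cells and 100% = cells given Gossypol at 36 µM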
EBV LMP1 NFkB – reduces LMP1-driven NF-kappaB luciferase signal. LMP1-induced NF-kappaB luciferase reporter cells, luminescence. inhibition, % at 12.5 µM. actives 0.69% (n = 350,000). AID 504558; in the data active = inhibition above about 41%;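 note: 0% = neutral control wells and 100% = reference inhibitor control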
CF NFkB inh – inhibitors of cystic fibrosis induced NF-kB. actives 0.86% (n = 360,000). AID 588850. KKLEB NF-kB-GFP reporter, PAF-induced, GFP fluorescence overnight. inhibition, % at 5 µM;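 active = at least 50% inhibition at 5 µM, scaled per plate between neutral and stimulator controls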;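 note: PAF is a Pseudomonas aeruginosa culture filtrate used as stimulus; plate controls were PAF-stimulated DMSO wells for no effect and unstimulated DMSO wells for full effect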
NR5A2 inv ag – inverse agonists of human LRH-1 (NR5A2); HEK293T StAR-luciferase reporter, LRH-1 transfected, 24 h; actives 0.13% (n = 360,000); inhibition, % at 3.6 µM;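 active = inhibition above the mean inhibition of all tested compounds plus 3 SD, cut at about 73% in these data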;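 note: 0% = DMSO wells and 100% = reporter-only cells lacking LRH-1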
TRAIL sens C8 – sensitizes caspase-8 expressing cells to TRAIL | NB7+C8 cells + TRAIL, ATPlite viability luminescence | inhibition (viability loss, TRAIL sensitization), % at 10 µM | actives 1% (n = 360,000);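 active = compounds causing at least 50% loss of cell viability in the single-dose screen, relative to plate controls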
KKLEB cytotox – counter-screen for CF NF-kB inhibitors: cytotoxicity. KKLEB CF airway cells viability, ATPlite luminescence, overnight; active compounds read low; cells stimulated with P. aeruginosa culture filtrate. activity change (cytotoxicity), % at 5 µM. actives 0.36% (n = 360,000). AID 602141;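 active = corrected activity change at or below -50% at 5 µM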
TWEAK Fn14 block – TWEAK-Fn14 signaling inhibition | TWEAK-stimulated Fn14 reporter cells, luciferase luminescence, 8 h | actives 2% (n = 360,000) | inhibition, % at 10 µM; in the data active = inhibition above about 50%
TROY signal inh – TROY signaling inhibition | Q293 LMP1-TROYcd NF-kB luciferase reporter, 4 h | inhibition, % at 10 µM | actives 0.98% (n = 360,000) | AID 1347056;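 active = compounds whose plate-normalised and pattern-corrected inhibition of the luciferase reporter signal at the single screening dose is 50% or more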
COUP-TFII inh – inhibitors of human COUP-TFII (NR2F2) | actives 0.7% (n = 370,000) | AID 686940 | inhibition, % at 8.6 µM | HEK293T NGFI-A luciferase reporter, luminescence | P24468;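 active = inhibition above a per-plate cutoff, mean inhibition of test wells between control levels plus 3 SD, cut at about 38% in these data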;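 note: cells cotransfected with COUP-TFII expression vector driving the NGFI-A reporter; 0% = median of COUP-TF2 test wells and 100% = reporter-only cells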
* = called active by the depositor; . = not tested or not shown.

Under each structure: SRC3 inh, NCOA1 inh, NCOA2 inhibitor, EBV LMP1 NFkB, CF NFkB inh, NR5A2 inv ag, TRAIL sens C8, KKLEB cytotox, TWEAK Fn14 block, TROY signal inh, COUP-TFII inh
1) Nc1ccn(C2OC(CCl)C(O)C2O)c(=O)n1 (centres undefined)
 : -21, -5, -12, -1, 4, 0, -2, 9, 0, -6, 15
2) CC(=O)Nc1ccc(NC(=O)C(C)OC(=O)/C=C/c2cn(-c3ccccc3)nc2-c2cccnc2)cc1 (centres undefined)
 : 1, -1, 5, 3, 7, 15, 11, -23, -22, -10, 11
3) CN(C)CCSc1nc(-c2ccccc2)nc2c1CCC2
 : -1, 5, -12, 2, 6, 8, -2, -26, -8, -12, 4
4) CN(CC(=O)Nc1ccc(F)cc1)C(=O)COC(=O)/C=C/c1ccccc1[N+](=O)[O-]
 : 14, 1, -1, 2, 18, 9, -9, -15, -1, -19, -8
5) Cc1cc(C(F)(F)F)nn1CC(=O)NNC(=S)Nc1cccc(Cl)c1
 : 9, 7, -1, 0, -1, 2, 1, 3, -12, -21, -16
6) CCOc1ccccc1Nc1cc(C)nc2nnnn12
 : 7, -25, 8, -2, 0, 4, -1, 10, -6, 3, 4
7) COc1ccc(C(=O)CN2C(=O)NC3(CCCCC3)C2=O)cc1OC
 : 0, 4, 9, -1, 13, 5, 1, 4, -11, -12, 5
8) CCCCN(C(=O)c1ccc(C)o1)c1c(N)n(CCCC)c(=O)[nH]c1=O
 : 9, -78, 8, -2, -27, -12, 8, 17, 14, 5, 5
9) Cc1ccc(-n2ccc(=O)c(C(=O)Nc3ccc(S(=O)(=O)Nc4nccs4)cc3)n2)cc1
 : 1, 10, -23, 1, 4, -4, -7, -17, 11, 15, 0
10) N=C1CCCN1CC(=O)c1ccc(Br)cc1
 : -27, -41, -51, -10, 11, -81, -3, -9, -19, -55, -40
11) O=c1[nH]c(-c2ccccc2O)nc2c1CCCC2
 : 5, -15, -7, 3, -6, -12, 22, 2, -15, 12, 6
12) CCOc1ccc(CN2CCN(CC3=Cc4cccc(OC)c4OC3)CC2CCO)cc1 (centres undefined)
 : 11, 10, 8, 19, 4, 6, 8, 1, -4, -9, 9
13) CCn1c(O)c(N=NC(=O)CNC(=O)c2ccco2)c2ccccc21
 : -5, -30, 8, 1, 0, 8, -13, 16, 18, 4, 3
14) C=CCOc1ccccc1OCC(O)CNC(C)C (centres undefined)
 : 1, -6, 1, 2, 22, -8, -7, 15, -15, 4, -13
15) COc1ccc(S(=O)(=O)N2CCCCCC2)cc1C(=O)NCCOc1ccc(C)cc1
 : 8, -6, -3, 3, 24, 2, -6, -22, 0, -4, 28
16) CC(C)Oc1ccc(CCC(=O)N/N=C/c2ccc3c(c2)OCO3)cc1
 : 13, 6, -12, -2, 1, -8, 10, -6, 6, -9, 6
17) CCCCn1c(N)c(N(CCC(C)C)C(=O)COC(=O)c2ccco2)c(=O)[nH]c1=O
 : 7, -7, 18, -2, 1, -13, -14, 1, 3, 3, 13
18) CN(CC(=O)Nc1cccc(S(=O)(=O)N(C)C)c1)Cc1ccccc1
 : -9, -31, -23, -4, -4, -25, -19, 4, 3, -2, -17
19) CCC(C(=O)NCc1ccco1)n1nc(C)c2c(C)n(-c3ccc(C)cc3)nc2c1=O (centres undefined)
 : 13, 9, 23, 5, 0, 9, 1, 0, 28, 11, -20
20) O=CN1CCN(C(C(=O)NC2CCCC2)c2ccc(Cl)cc2)CC1 (centres undefined)
 : -1, -14, 4, -1, -9, -2, -8, 1, -21, -30, 12
21) CC(=O)c1ccc(N2CCN(C(=O)c3ccc4nc[nH]c4c3)CC2)cc1
 : 12, -1, -10, 9, 5, 12, -11, 1, -6, -3, 4
22) COc1cccc(-c2cc(C(=O)N3CCN(S(=O)(=O)c4ccccc4)CC3)[nH]n2)c1
 : 3, -8, 3, -4, 2, 14, 1, -2, -1, -9, -6
23) Cc1ccc(NC(=O)CCc2nnc3ccc(NCc4ccco4)nn23)nc1
 : -9, -4, -48, -2, 35, -1, -6, -7, 22, 1, -10
24) CCOC(=O)c1ccc(Nc2ccc(C(C)=O)cc2)cc1
 : -105, -104, -65, ., -35, -126, -22, 10, -27, -16, -60
25) COC(=O)c1ccc(CSc2nnc(C)n2N)o1
 : 7, -21, -5, -18, 17, 1, -9, -8, -24, -19, -2
26) Cc1ccc(N2CC(c3nc4ccccc4n3C)CC2=O)cc1C (centres undefined)
 : -4, -17, 2, 13, 9, 9, 5, 12, -4, -17, 5
27) COc1cc2c(cc1OC)C(C)N(Cc1ccc3c(c1)OCO3)CC2 (centres undefined)
 : 4, 14, 6, 9, 4, -3, 4, -11, -19, 5, 7
28) O=C(CSc1ccc(-c2ccco2)nn1)c1ccccc1
 : -49, -27, -8, -10, 11, -57, 3, 4, 4, -3, -4
29) CCS(=O)(=O)N1CCN(C(=O)c2ccc(-c3ccccc3)cc2)CC1
 : -7, 2, -55, 8, -7, 0, -6, 0, 7, -13, -1
30) CONC(=O)c1ccc(-c2cccc3nccn23)cc1
 : -31, 1, -4, ., -7, -18, 2, 5, -10, -7, -31

3 entries out of the list, arranged by SMILES length, ascending:
Under each structure: SRC3 inh, NCOA1 inh, NCOA2 inhibitor, EBV LMP1 NFkB, CF NFkB inh, NR5A2 inv ag, TRAIL sens C8, KKLEB cytotox, TWEAK Fn14 block, TROY signal inh, COUP-TFII inh
10) N=C1CCCN1CC(=O)c1ccc(Br)cc1
 : -27, -41, -51, -10, 11, -81, -3, -9, -19, -55, -40
11) O=c1[nH]c(-c2ccccc2O)nc2c1CCCC2
 : 5, -15, -7, 3, -6, -12, 22, 2, -15, 12, 6
30) CONC(=O)c1ccc(-c2cccc3nccn23)cc1
 : -31, 1, -4, ., -7, -18, 2, 5, -10, -7, -31

Further compounds follow.
Under each structure: SRC3 inh, NCOA1 inh, NCOA2 inhibitor, EBV LMP1 NFkB, CF NFkB inh, NR5A2 inv ag, TRAIL sens C8, KKLEB cytotox, TWEAK Fn14 block, TROY signal inh, COUP-TFII inh
31) Cc1c(NC(=O)C(C)N2C(=O)c3ccccc3C2=O)c(=O)n(-c2ccccc2)n1C (centres undefined)
 : 1, -12, -10, 0, -6, 2, 2, 2, 5, 17, 6
32) O=C(N/N=C/c1sc(N2CCOCC2)nc1-c1ccccc1)c1ccc(O)cc1
 : -2, -80, -66, -4, -14, 3, -25, 4, 32, -23, -30
33) N#CCCN(C(=O)COC(=O)c1cc(S(=O)(=O)N2CCOCC2)ccc1Cl)c1ccc(F)cc1
 : 0, -2, 0, -6, 2, 14, -4, 13, -11, 3, 7
34) COc1ccc(OCCCC(=O)NCc2ccco2)cc1
 : 7, -3, -20, -10, -21, -4, 3, -1, 5, 3, 7
35) COC(=O)C1CN(C(=O)COc2cc(C)c(Cl)c(C)c2)c2ccccc2O1 (centres undefined)
 : 6, -11, -8, 2, 15, 3, 20, -4, -1, -1, 4
36) CCn1c(SCC(=O)c2ccc(NC(C)=O)c(OC)c2)nnc1-c1ccc(NS(C)(=O)=O)cc1
 : 9, -23, -3, 7, -4, -9, 0, 5, -3, -24, -8
37) CCOc1ccc(S(=O)(=O)N2CCC(C(=O)Nc3ccccc3N3CCCC3)CC2)cc1
 : -17, -13, -44, -9, -38, -27, -16, 0, -3, -9, 2
38) O=C(CNC(=O)c1cccc(F)c1)N/N=C/c1cccs1
 : -8, -21, 5, 8, 6, 1, -10, -14, 0, -39, 3
39) CC(CNC(=O)c1ccc(N)cc1)NC(=O)c1ccc(N)cc1 (centres undefined)
 : 2, 2, -20, -5, -29, 20, -10, -2, 6, -2, 0
40) COc1cc(NC(=O)CSc2nc3cc(C)ccc3cc2C)c(C(=O)O)cc1OC
 : -1, 7, 20, 12, 0, 2, 3, -14, 3, 11, 7
41) CCOC(=O)C1(Cc2ccccc2)CCCN(C(=O)c2cn[nH]c2)C1 (centres undefined)
 : 0, 8, -17, 2, 14, -20, 4, 5, 10, -22, 20
42) O=C(C1CCN(C2CCN(Cc3ccc4cc(F)ccc4n3)CC2)CC1)N1CCCC1
 : 10, -10, 5, 10, 15, 3, 1, -9, 11, -17, -13
43) C[C@H](NC(=O)c1ccco1)C(=O)OCC(=O)N1CC(=O)Nc2ccccc21
 : -12, 5, -16, 6, -21, 3, -13, 18, -12, -2, -7
44) O=C(CSCCO)Nc1ccc([N+](=O)[O-])cc1
 : 6, -5, 15, -1, -10, 10, -2, 2, -9, -17, 17
45) COc1ccccc1NS(=O)(=O)c1c(C)nc2sccn2c1=O
 : 5, 7, 1, -2, -1, 0, 2, -11, 0, -6, -7
46) CCNCC(=O)Nc1c(C)cccc1C
 : -8, 6, -2, -8, -6, 8, 1, 5, -15, 5, -3
47) S=C(NCCc1ccccc1)N1CCc2ccccc2C1
 : -30, -36, -36, -27, -2, -53, 0, 13, 6, -71, -8
48) Cc1c(NC(=O)C(C)Oc2ncnc3ccccc23)c(=O)n(-c2ccccc2)n1C (centres undefined)
 : -4, -2, -6, 3, -2, 16, 2, 3, 1, 18, -1
49) COc1ccc(OC)c(CNC(=O)C2CCCN(C(=O)N(C)C)C2)c1 (centres undefined)
 : -22, 13, 18, 0, 8, -14, 27, 7, 11, -6, -11
50) CN(CCCC1CCCC1)C(=O)CCc1nnc(-c2ccccc2)o1
 : -49, -82, -20, -25, -27, -80, 7, 6, -14, -40, -63
51) OC1=C(O)c2nc3ccccc3nc21
 : 9, 8, ., 2, -9, 18, 2, 5, 2, -2, .
52) Cc1cccc(OC(C)C(=O)N2CCCc3ccccc32)c1 (centres undefined)
 : 16, 12, 1, -1, -11, 0, 2, -6, 21, 12, -10
53) Cc1onc(-c2c(Cl)cccc2Cl)c1C(=O)N1CCN(c2ccccc2)CC1
 : 5, -1, 0, 5, 19, 6, 4, -22, 4, 5, -22
54) CC(C)COc1cccc(C(=O)Nc2ccc(CN3CCOCC3)cc2)c1
 : 8, 15, 27, 3, 2, 7, 16, 6, -2, 4, 9
55) O=C(NCc1ccc(F)cc1)C1CC(=O)N(Cc2ccco2)C1 (centres undefined)
 : -6, -5, -46, 2, 2, 3, 14, 22, 2, 13, 7
56) O=C(COC(=O)c1ccco1)NC1CCCc2ccccc21 (centres undefined)
 : -18, -15, 5, 3, 11, 5, 3, -4, 13, 15, 18
